TRHR PAM = allosteric enhancers of human TRH receptor. P34981. TRHR cells, fluo-8 calcium fluorescence, EC20 TRH enhancement. enhancement, % at 2 µM. actives 0.66% (n = 360,000). AID 493056; in the data active = enhancement above about 30%; also: 0% is about no effect
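Enhancer read-out: after compound pinning and an initial kinetic agonist-mode read, an EC20 of TRH (10 nM final) was injected and fluo-8 calcium signal (Ex 480/Em 530) followed at 1 s/cycle for 100 cycles in TRHR-expressing cells.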
TRHR agonist = activates the human TRH receptor | activation, % at 2 µM | TRHR cells, calcium flux fluo-8, FDSS agonist mode | actives 0.18% (n = 360,000); also: 0% is about no effect
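Fluo-8-loaded TRHR cells; 10 s baseline, compound added, kinetic Ca2+ fluorescence read 1/s, agonist mode.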
D1 agonist = agonists of human D1 dopamine receptor | actives 1% (n = 360,000) | activation, % at 2 µM | HEK293 T-REx D1 cells, calcium flux, agonist mode | P21728; also: 0% is about no effect
Target sequence (P21728 whole entry, looked up): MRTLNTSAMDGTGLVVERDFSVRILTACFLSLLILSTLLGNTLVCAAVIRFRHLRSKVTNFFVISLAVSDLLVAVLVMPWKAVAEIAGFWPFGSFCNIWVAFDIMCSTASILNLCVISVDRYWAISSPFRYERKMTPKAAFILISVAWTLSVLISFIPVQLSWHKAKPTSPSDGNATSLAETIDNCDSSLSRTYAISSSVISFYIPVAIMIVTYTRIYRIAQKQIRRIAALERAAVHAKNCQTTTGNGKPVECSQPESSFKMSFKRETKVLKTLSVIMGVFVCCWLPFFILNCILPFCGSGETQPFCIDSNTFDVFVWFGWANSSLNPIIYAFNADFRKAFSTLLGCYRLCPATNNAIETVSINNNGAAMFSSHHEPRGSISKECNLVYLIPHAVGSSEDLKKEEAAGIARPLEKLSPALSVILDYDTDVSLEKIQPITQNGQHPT
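Tetracycline-induced HEK293 TREx D1 cells, force-coupled to calcium signalling, were dye-loaded with a no-wash calcium kit. Compound was pin-added after a 10 s baseline. Fluorescence was read kinetically at 1 cycle/s for 180 s, with calcium rises flagged as agonism.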
D2 potentiator = D2 dopamine receptor (human) potentiation; HEK293 T-REx D2, calcium flux, EC20 dopamine potentiation; potentiation, % at 10 µM; actives 0.34% (n = 340,000); AID 485347;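 active = potentiation over 3 SD above the plate norm, cut at about 30% in these data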; also: 0% is about no effect
Target sequence (P14416 whole entry, looked up): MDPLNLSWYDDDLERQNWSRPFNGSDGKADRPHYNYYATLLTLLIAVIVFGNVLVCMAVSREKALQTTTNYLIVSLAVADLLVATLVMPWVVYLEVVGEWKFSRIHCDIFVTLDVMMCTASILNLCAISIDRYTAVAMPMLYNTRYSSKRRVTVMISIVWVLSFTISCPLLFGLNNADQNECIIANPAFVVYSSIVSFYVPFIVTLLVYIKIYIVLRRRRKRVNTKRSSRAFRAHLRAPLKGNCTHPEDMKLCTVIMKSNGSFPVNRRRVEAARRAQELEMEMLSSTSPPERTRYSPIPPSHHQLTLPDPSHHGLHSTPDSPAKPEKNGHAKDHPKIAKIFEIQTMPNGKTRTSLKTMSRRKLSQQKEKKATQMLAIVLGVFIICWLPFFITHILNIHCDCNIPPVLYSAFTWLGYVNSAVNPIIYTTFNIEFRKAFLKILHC
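Primary screen. Calcium kinetics in induced HEK293 T-REx D2 cells: compound pre-addition 180 s, EC20 dopamine, 180 s more.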
D1 PAM = potentiators of human D1 dopamine receptor; P21728; HEK293 TREx D1 cells, calcium flux, dopamine EC20 potentiation; potentiation, % at 10 µM; AID 504651; actives 0.036% (n = 360,000); in the data active = potentiation above about 30%; also: 0% is about no effect
RXFP1 antagonist = blocks the human relaxin receptor RXFP1 | Q9HBX9 | HEK293-RXFP1, relaxin-stimulated cAMP HTRF, 30 min; active compounds read low | activity change, negative = inhibition, % at 57.5 µM | actives 0.59% (n = 350,000) | AID 1259400;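 active = activity change of -60% or lower, but not beyond a set lower limit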; also: % is scaled to controls: 0 for no effect and ±100 for the full control effect
D2 agonist = agonists of human D2 dopamine receptor; activation, % at 2 µM; HEK293 T-REx D2 cells, calcium flux agonist mode; actives 0.53% (n = 340,000);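 active = activation over 3 SD above normal in the single-dose calcium agonist read, cut at about 30% in these data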; also: 0% is about no effect
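HEK293 Trex D2 cells, tetracycline-induced, o/n 30 C 5% CO2; no-wash Ca dye, RT 30–90 min; 10-cycle baseline, 23 nl cpd added, kinetic Ca read 180 s; agonist hits = positive Ca response.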
D1 antag = human D1 dopamine receptor antagonism | AID 504652 | P21728 | HEK293 TREx D1 cells, calcium flux, dopamine EC80; active compounds read low | actives 3.2% (n = 360,000) | activity change, negative = inhibition, % at 10 µM; in the data active = activity change below about -30%; also: % is scaled to controls: 0 for no effect and ±100 for the full control effect
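Tetracycline-induced HEK293 T-REx cells with force-coupled D1 receptor were loaded with a no-wash calcium dye. Compound was added after a 10 s baseline and read kinetically for 180 s; EC80 dopamine was then added and calcium flux followed another 180 s.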
D2 antagonist = D2 dopamine receptor (human) antagonism; P14416; HEK293 TREx D2 cells, calcium flux, dopamine EC80; inhibition, % at 10 µM; actives 2% (n = 340,000); in the data active = inhibition above about 30%; also: 0% is about no effect
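Calcium mobilization kinetics were recorded at 1 s intervals in tetracycline-induced HEK293 T-REx D2 cells, first for 180 s after compound addition and then 180 s after EC80 dopamine.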
* hit, by the source's call; · = not tested or not shown; & = joins results of further samples; ! = repeats disagree. Rule as the data show it, unless noted: active = activation above about 30%; inactive = the rest.

Start of the data: the first five compounds, ahead of the listing:
nr	SMILES	TRHR PAM	TRHR agonist	D1 agonist	D2 potentiator	D1 PAM
1	Cc1cc(/C=N/NC(=O)c2cccs2)c(C)n1-c1cnccn1	1	0.4	0	·	-6
2	NC(=O)COC(=O)c1cccc(S(=O)(=O)N2CCN(c3ccc(F)cc3)CC2)c1	-8	-0.2	0	1	-1
3	O=C(Nc1nccs1)c1sc2ccccc2c1Cl	-4	-0.2	0	·	0
4	COc1ccc(-c2nc(CCNC(=O)c3ccc(Br)o3)cs2)cc1	3&-9	-0.9&-0.4	0&0	16&1	-4&4
5	CCC(C)[C@H](NC(=O)N1CC(=O)Nc2ccccc21)C(=O)NC(C)CCc1ccccc1 (some centres not stated)	-5	0.6	2	1	0

nr	RXFP1 antagonist	D2 agonist	D1 antag	D2 antagonist
1	0	·	-26	·
2	-23	-0.5	-21	-7
3	-33	·	-7	·
4	-90*!	0.4&-1.7	-18&10	-14
5	6	-0.8	25	-11

The listing, previewed entries included:
nr	SMILES	TRHR PAM	TRHR agonist	D1 agonist	D2 potentiator	D1 PAM
1	Cc1cc(/C=N/NC(=O)c2cccs2)c(C)n1-c1cnccn1	1	0.4	0	·	-6
2	NC(=O)COC(=O)c1cccc(S(=O)(=O)N2CCN(c3ccc(F)cc3)CC2)c1	-8	-0.2	0	1	-1
3	O=C(Nc1nccs1)c1sc2ccccc2c1Cl	-4	-0.2	0	·	0
4	COc1ccc(-c2nc(CCNC(=O)c3ccc(Br)o3)cs2)cc1	3&-9	-0.9&-0.4	0&0	16&1	-4&4
5	CCC(C)[C@H](NC(=O)N1CC(=O)Nc2ccccc21)C(=O)NC(C)CCc1ccccc1 (some centres not stated)	-5	0.6	2	1	0
6	O=C(Nc1ccc(Cl)cc1)C1CCCN1C(=O)NCc1ccccc1 (configuration not stated)	-3	-1.4	0	-14	-7
7	O=C(NNC(=O)c1ccc2ccccc2c1O)c1ccccc1Cl	-3	1.1	4	-12	0
8	CSc1ccc(C(=O)C2CCCN(C(=O)Cn3cnnn3)C2)cc1 (configuration not stated)	-4	0.1	1	-2	6
9	COc1ccc(Nc2nccc(-c3cccc(N)c3)n2)cc1	17	-0.8	-1	6	7
10	CC(C)[C@H](NC(=O)OC(C)(C)C)C(=O)N/N=C/c1ccc2nccnc2c1	-12	0.6	2	5	0
11	CCOc1ccc2ccccc2c1/C=N/NC(=O)CNC(=O)C(c1ccccc1)c1ccccc1	-5	-0.7	4	0	0
12	COc1ccc(NC(=O)C(=O)NCCN2CCN(C(=O)c3ccc(C(C)(C)C)cc3)CC2)cc1	-3	-0.5	6	2	-7
13	CCCn1c2ccccc2c2cnn(CC(=O)NCCCOC)c(=O)c21	2	-0.6	0	-9	-2
14	CCCCCCCCC[n+]1cccc2c3ccccc3ccc21	-6	-0.2	0	-5	-4
15	COC(=O)c1cccnc1NC(=S)NC(C)C	-6	-0.4	0	13	-2

nr	RXFP1 antagonist	D2 agonist	D1 antag	D2 antagonist
1	0	·	-26	·
2	-23	-0.5	-21	-7
3	-33	·	-7	·
4	-90*!	0.4&-1.7	-18&10	-14
5	6	-0.8	25	-11
6	-25	-4.2	-22	4
7	-16	0.3	6	4
8	1	-1.0	-10	2
9	6	-1.6	-2	3
10	4	2.5	27	-5
11	6	-0.2	10	11
12	4	-0.7	-11	8
13	-11	-0.4	-6	6
14	-60*	0.5	-16	-9
15	-17	-0.1	3	4

Next records follow.
nr	SMILES	TRHR PAM	TRHR agonist	D1 agonist	D2 potentiator	D1 PAM
16	COc1ccc(C(C(=O)NC2CCCC2)N(Cc2ccco2)C(=O)c2snc(C(N)=O)c2N)cc1OC (configuration not stated)	-3	-0.1	4	-1	-4
17	Cc1ccc(C(=O)N2CCc3cc(CNC(=O)c4ccc(Br)cc4)ccc32)cc1	-1	-0.3	3	-2	-3
18	CCOC(=O)c1c(C)n(-c2ccc(OC)cc2)c2ccc(OC(=O)COc3ccccc3)cc12	3	2.5	22	2	-1
19	COc1cc(Cl)c(C)cc1NC(=O)c1ccccc1NC(=O)CN1CCOCC1	8	0.2	1	1	-2
20	COc1cc(NC(=O)c2noc3c2CCc2ccccc2-3)cc(OC)c1OC	10	0.7	-1	14	1
21	Nc1ccc(Oc2ccc3nc(-c4ccccc4)c(-c4ccc([N+](=O)[O-])cc4)nc3c2)cc1	0	0.3	2	-8	1
22	COc1cccc(CNc2ccc3[nH]c(=O)[nH]c3c2)c1OCc1ccccc1F	-9	0.9	4	-7	-2
23	COc1ccc(Cl)cc1C(=O)Nc1ccc(NC(=O)C(C)C)cc1	3	-0.7	2	-3	-2
24	Cc1ccc(CNC(=O)Cn2cccc2C(=O)c2ccccc2C)cc1	3&-1	-1.0&-1.3	4&-3	-2&-1	-1&-2
25	CC1CCCC(NC(=O)CN(C)CC(=O)Nc2ccc(F)cc2)C1C (configuration not stated)	-5	0.0	0	1	-3
26	Cc1cc(C)c(NC(=O)Cn2c(=O)n(CCc3ccccc3)c(=O)c3ccccc32)c(C)c1	-2	0.0	-1	-4	0
27	COc1ccccc1N1CCN(c2nc3ccc(C)cc3n3nnnc23)CC1	-1	-1.1	3	-10	-2
28	C=CCn1c(-c2ccccc2)nc2nc3ccccc3nc21	7	-0.1	0	13	1
29	Cn1c(Cn2c(=O)sc3ccccc32)nnc1SCC(=O)N1CCc2ccccc21	-6	-0.3	2	-8	-5
30	CCOc1ccc(N2Cc3ncccc3C2=O)cc1	5	-0.6	0	-7	-7

nr	RXFP1 antagonist	D2 agonist	D1 antag	D2 antagonist
16	9	0.4	-33*	-4
17	-10	0.9	3	·
18	-14	2.2	3	·
19	-9	0.6	5	1
20	-35	·	-4	·
21	-11	0.1	-6	-21
22	-5	0.5	-6	11
23	15	-0.3	7	3
24	-1&2	-1.2&0.0	10&0	-1
25	5	0.7	-2	-2
26	·	·	11	·
27	-14	6.2	-30*	·
28	-10	0.9	2	9
29	·	0.1	12	-5
30	-3	0.9	-2	-11

More entries
nr	SMILES	TRHR PAM	TRHR agonist	D1 agonist	D2 potentiator	D1 PAM
31	Cc1ccc(C)c(N2CCN(C(=O)c3cccn4c(=O)c5ccccc5nc34)CC2)c1	6	0.2	6	-8	2
32	CCN(CCn1cccn1)C(=O)c1cc(COc2ccc(F)c(F)c2)on1	-2	0.0	12	8	-4
33	CCN1CCCC1CNC(=O)Cn1ncc2c(=O)oc3ccc(C)cc3c21 (configuration not stated)	-2	0.4	1	-9	-8
34	Cc1ccc(CN2CCNC(=O)C2CC(=O)O)o1 (configuration not stated)	-12	0.7	3	-5	2
35	O=C(NCc1n[nH]c(=S)n1-c1ccc([N+](=O)[O-])cc1)c1ccc(S(=O)(=O)N2CCOCC2)cc1	1	-0.2	1	-1	0
36	O=C1CCC(C(=O)N2CCC(O)CC2)CN1CCc1ccc(Cl)cc1 (configuration not stated)	0	-1.5	1	-3	11
37	CC1CCCN(C(=O)Cc2cn(Cc3cccc(Cl)c3)c3ccccc23)C1 (configuration not stated)	28	1.2	7	9	12
38	CC1(C)CC(=O)C=C(c2ccc(Oc3ccccc3)cc2)C1	0	-0.1	4	-16	0
39	CCOc1ccc(NC(=S)Nc2cccc3ccccc23)cc1	1	-0.5	0	-2	-2
40	Cc1ccc(OCCC(=O)OCC(=O)NCCc2ccc(Cl)cc2)cc1	-7	0.1	5	-5	-5
41	O=c1[nH]c(SCCN2CCOCC2)nc(O)c1-c1ccccc1	2	0.3	2	1	-1
42	O=C(CN1C(=O)CC(c2ccccc2)=Nc2ccccc21)Nc1ccc(Br)cc1	-1	-0.5	11	12	-6
43	Cn1cc(C[C@H](C(=O)O)N2C(=O)c3ccc(C(=O)O)cc3C2=O)c2ccccc21	-1	0.0	1	·	1
44	CCn1cc(CNC(=O)c2ccc(C)s2)cn1	-1	0.0	1	1	0
45	COC(=O)c1ccc(OCC2c3cc(OC)c(OC)cc3CCN2C(=O)C2CC2)cc1 (configuration not stated)	3	1.0	0	22	-5

nr	RXFP1 antagonist	D2 agonist	D1 antag	D2 antagonist
31	-7	0.4	22	·
32	-3	0.5	-32*	1
33	9	0.3	0	10
34	·	-0.1	-2	2
35	2	0.8	-6	-6
36	-8	-0.1	11	-1
37	-18	1.0	11	-4
38	·	-1.3	·	5
39	-1	0.1	-17	-29
40	1	0.4	-2	3
41	-6	-0.2	7	-11
42	-19	-0.6	5	·
43	·	·	-5	·
44	-20	0.3	-8	11
45	3	-0.2	-13	13

An excerpt from above in order of the D1 agonist value, high to low:
item	Compound	TRHR PAM	TRHR agonist	D1 agonist	D2 potentiator	D1 PAM	RXFP1 antagonist	D1 antag	D2 antagonist
38	CC1(C)CC(=O)C=C(c2ccc(Oc3ccccc3)cc2)C1	0	-0.1	4	-16	0	·	·	5
43	Cn1cc(C[C@H](C(=O)O)N2C(=O)c3ccc(C(=O)O)cc3C2=O)c2ccccc21	-1	0.0	1	·	1	·	-5	·
39	CCOc1ccc(NC(=S)Nc2cccc3ccccc23)cc1	1	-0.5	0	-2	-2	-1	-17	-29

The main list resumes; the 2 compounds before the break are reprinted first.
nr	SMILES	TRHR PAM	TRHR agonist	D1 agonist	D2 potentiator	D1 PAM
44	CCn1cc(CNC(=O)c2ccc(C)s2)cn1	-1	0.0	1	1	0
45	COC(=O)c1ccc(OCC2c3cc(OC)c(OC)cc3CCN2C(=O)C2CC2)cc1 (configuration not stated)	3	1.0	0	22	-5
46	CCOc1cc(C2C(C#N)=C(N)SC(N)=C2C#N)ccc1OCCN1CCOCC1	-4	1.0	-2	4	-8
47	O=C1CC(N2CCOCC2)=NN1c1ccc([N+](=O)[O-])cc1	-1	0.4	1	10	3
48	CC(=O)N1CCc2cc(S(=O)(=O)NC(Cc3ccccc3)C(=O)NCc3ccc(C)cc3)ccc21 (configuration not stated)	-10	-1.0	0	-7	4
49	CN1CCCN(C(=O)c2cccc3ccccc23)CC1	5	1.2	0	1	-9
50	CNC(=O)COc1ncnc2scc(-c3ccc(F)cc3)c12	-1	0.3	2	-6	-1
51	CC(C(=O)NC1CC(C)(C)NC(C)(C)C1)c1ccc([N+](=O)[O-])cc1 (configuration not stated)	2	-0.2	0	3	-2
52	CCN(CC)CCCN(Cc1cc2cc3c(cc2[nH]c1=O)OCO3)C(=S)NCCCN(C)C	3	-0.5	3	·	-3
53	CC(=O)c1c(C)[nH]c(C(=O)N2CCN(c3ncccn3)CC2)c1C	2	0.7	5	6	-1
54	COc1ccc(NC(=O)C2CCCN(c3c4c(nc5ncnn35)CCC4)C2)cc1 (configuration not stated)	7	0.0	1	9	4

nr	RXFP1 antagonist	D2 agonist	D1 antag	D2 antagonist
44	-20	0.3	-8	11
45	3	-0.2	-13	13
46	32	-0.3	-5	0
47	-14	1.2	12	-7
48	-8	-1.1	8	·
49	2	1.9	-11	-3
50	1	-0.5	-4	-5
51	-1	4.3	-15	4
52	-4	·	3	·
53	5	0.9	-6	-13
54	20	0.4	-15	-7

Compound activity (PubChem)
